GPR7 antag: GPR7 receptor antagonists, primary screen, cell-based, fluorescence, single concentration | Neuropeptides B/W receptor type 1 (Homo sapiens), P48145 | GPR7-expressing cells, fluorescence antagonist assay | inhibition, % at 4.4 µM | 1.1% of 290,000 active | AID 1861, 2009; in the data active means inhibition above about 16%, passing the limit was not always enough;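 further: cells stimulated with the agonist NPW; 0% = agonist with vehicle and 100% = vehicle without agonist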
Target sequence (P48145 whole entry, looked up): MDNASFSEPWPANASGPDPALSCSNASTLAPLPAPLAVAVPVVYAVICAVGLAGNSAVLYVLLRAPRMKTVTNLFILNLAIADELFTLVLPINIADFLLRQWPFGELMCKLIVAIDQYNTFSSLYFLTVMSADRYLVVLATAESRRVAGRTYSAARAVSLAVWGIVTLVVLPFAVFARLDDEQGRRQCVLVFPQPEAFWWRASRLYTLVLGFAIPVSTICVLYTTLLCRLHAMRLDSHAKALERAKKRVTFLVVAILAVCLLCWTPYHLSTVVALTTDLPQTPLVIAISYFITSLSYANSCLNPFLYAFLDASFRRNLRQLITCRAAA
M18AAP inhibitor: PfM18AAP inhibitors, malaria aminopeptidase, primary screen, biochemical, QFRET, recombinant enzyme | 1.2% of 290,000 active | H-Glu-NHMec fluorogenic cleavage | M18 aspartyl aminopeptidase (Plasmodium falciparum 3D7) | inhibition, % at 7.35 µM;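 active means inhibition above the campaign mean inhibition over all tested compounds plus 3 SD, cut at about 28% in these data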;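 further: 0% = plate median of test compound wells and 100% = 2 mM ZnCl2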
PHOSPHO1 block: PubChem AID 1565; inhibition, % at 13.3 µM; 1.1% of 290,000 active; recombinant PHOSPHO1, absorbance phosphatase assay; Phosphoethanolamine/phosphocholine phosphatase (Homo sapiens), Q8TCT1; in the data active means inhibition above about 60%
MEKK3 PB1 HTS: modulators of MEKK3-MEK5 PB1 binding, primary screen, biochemical, wildtype MEKK3, multiplex bead flow cytometry, Alexa488-MEK5; bead-based flow cytometry, Alexa488-MEK5 binding to MEKK3; actives lie on both sides; 0 = blocked by unlabeled MEK5, 100 = vehicle; binding response (% of control), % at 10 µM; 1.4% of 290,000 active; AID 1529, 2009;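 active means binding response more than 3 SD above or below the average of its plate-row segment, actives on both sides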;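 further: Alexa488 bead fluorescence after subtracting the streptavidin-only scavenger bead signal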
Target sequence (Q99759 whole entry, looked up): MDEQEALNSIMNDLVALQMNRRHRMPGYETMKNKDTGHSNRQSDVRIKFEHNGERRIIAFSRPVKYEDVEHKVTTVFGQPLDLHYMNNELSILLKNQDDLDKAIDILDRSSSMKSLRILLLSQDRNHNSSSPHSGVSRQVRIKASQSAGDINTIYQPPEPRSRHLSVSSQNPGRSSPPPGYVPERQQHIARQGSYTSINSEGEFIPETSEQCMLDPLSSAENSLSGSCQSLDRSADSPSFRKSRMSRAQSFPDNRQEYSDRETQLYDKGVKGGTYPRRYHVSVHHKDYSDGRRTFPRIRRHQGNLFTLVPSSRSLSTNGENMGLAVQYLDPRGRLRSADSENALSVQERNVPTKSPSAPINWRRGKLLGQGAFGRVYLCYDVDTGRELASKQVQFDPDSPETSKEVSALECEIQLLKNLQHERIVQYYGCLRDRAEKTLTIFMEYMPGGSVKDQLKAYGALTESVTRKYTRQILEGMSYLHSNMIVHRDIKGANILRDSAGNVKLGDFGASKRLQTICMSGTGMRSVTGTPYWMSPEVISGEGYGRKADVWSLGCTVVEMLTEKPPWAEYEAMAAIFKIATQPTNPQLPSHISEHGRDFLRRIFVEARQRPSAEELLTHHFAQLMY
MEKK2 mut-MEK5: MEK5 binding signal on mutant MEKK2 PB1, primary screen, biochemical, multiplex bead flow cytometry, Alexa488-MEK5 | 0.35% of 290,000 active | Alexa488-MEK5 binding to MEKK2 mutant | percent response, % at 10 µM | AID 1530, 2009; in the data active means percent response above about 24%, passing the limit was not always enough; further: inactives centre near 1; some results filed as inactive read as strong as hits; reference of the scale not given here
NALP1 inh: NALP1 inflammasome inhibitors in reconstituted yeast, colorimetric, S. cerevisiae, triplicate retest; S. cerevisiae NALP1/ASC/caspase-1 growth, X-gal OD620, 72 h; inhibition, % at 10 µM; 0.61% of 280,000 active; in the data active means inhibition mostly above about 24%, no sharp cut-off; inactive means mostly below about 32%; further: some compounds called inactive have numbers as strong as hits
MEKK2wt PB1 HTS: modulators of MEK5 binding to wildtype MEKK2, primary screen, biochemical, multiplex bead flow cytometry, Alexa488-MEK5; 1.1% of 290,000 active; binding response (% of control), % at 10 µM; Alexa488-MEK5 binding to MEKK2 WT; actives lie on both sides; AID 1531, 2009; Mitogen-activated protein kinase kinase kinase 2 (Homo sapiens), Q9Y2U5; in the data active means binding response below about 67% or above about 130%
OXTR agonist: human OXTR agonists, primary screen, fluorescence, CHO-OTR cells, Fluo-8 calcium; activation, % at 3 µM; 0.32% of 320,000 active; AID 2435, 2010; Fluo-8 calcium fluorescence; normalized: DMSO 0%, oxytocin 100%; Oxytocin receptor (Homo sapiens), P30559;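 active means activation above the mean of all tested compounds plus 3 SD, cutoff set per screening run, cut at about 20% in these data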;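 further: peak over basal fluorescence ratio from a 100 s FLIPR kinetic read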
FID counter: compounds displacing fluorescent DNA intercalator, primary screen, artefact control for HCV NS3 helicase inhibitor project, biochemical, FID fluorescence. DNA fluorescent intercalator displacement. 0.17% of 290,000 active. AID 1845, 2009. inhibition, % at 7.9 µM; in the data active means inhibition above about 37%;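 further: 0% = vehicle and 100% = reference compound; higher means more ethidium bromide displaced from hairpin DNA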
An asterisk follows results filed as active; / = no result given. No enrichment for hits (roughly 6.2% active in at least one column).

nr	SMILES	GPR7 antag	M18AAP inhibitor	PHOSPHO1 block	MEKK3 PB1 HTS	MEKK2 mut-MEK5
1	O=C(Nc1ncc(Cl)cc1Cl)c1c(F)cccc1Cl	-6	-2	8	107	1
2	CC12CC3CC(C)(C1)CC(C(=O)Nc1nn[nH]n1)(C3)C2	-16	6	-11	100	9
3	C=CCOc1cccc(CNc2ccc3[nH]c(=O)[nH]c3c2)c1	-2	-51	40	101	0
4	CCOC(=O)C1(Cc2ccc(Cl)cc2)CCN(C(C)Cc2ccc(O)c(OC)c2)CC1 (stereo unspecified)	6	-2	14	102	14
5	Cc1ccc(C)c(NC(=O)CC2Oc3ccccc3NC2=O)c1 (stereo unspecified)	-18	-5	/	105	7
6	COC(=O)c1[nH]c2ccc(F)cc2c1NS(=O)(=O)c1ccc(OC)cc1	11	3	-6	102	-4
7	CCOC(=O)C(NC(=O)Nc1ccccc1)(OCC)C(F)(F)F (stereo unspecified)	-18	6	10	109	15
8	O=C(O)c1ccc(-n2nc(C(F)(F)F)cc2-c2cccs2)cc1	-5	-3	/	103	-1

nr	NALP1 inh	MEKK2wt PB1 HTS	OXTR agonist	FID counter
1	-11	100	-1.1	1
2	-1	103	2.3	-17
3	18	97	-0.2	1
4	28	133	15	11
5	10	104	-0.6	-6
6	23	99	9.0	5
7	-1	110	-0.4	1
8	7	103	/	-34

Arranged by count of non-hydrogen atoms (descending): some entries from above
nr	SMILES	GPR7 antag	M18AAP inhibitor	PHOSPHO1 block	MEKK3 PB1 HTS	MEKK2 mut-MEK5
3	C=CCOc1cccc(CNc2ccc3[nH]c(=O)[nH]c3c2)c1	-2	-51	40	101	0
2	CC12CC3CC(C)(C1)CC(C(=O)Nc1nn[nH]n1)(C3)C2	-16	6	-11	100	9
1	O=C(Nc1ncc(Cl)cc1Cl)c1c(F)cccc1Cl	-6	-2	8	107	1

nr	NALP1 inh	MEKK2wt PB1 HTS	OXTR agonist	FID counter
3	18	97	-0.2	1
2	-1	103	2.3	-17
1	-11	100	-1.1	1

Taken from the listing (7 entries):
nr	SMILES	GPR7 antag	M18AAP inhibitor	PHOSPHO1 block	MEKK3 PB1 HTS	MEKK2 mut-MEK5
2	CC12CC3CC(C)(C1)CC(C(=O)Nc1nn[nH]n1)(C3)C2	-16	6	-11	100	9
3	C=CCOc1cccc(CNc2ccc3[nH]c(=O)[nH]c3c2)c1	-2	-51	40	101	0
4	CCOC(=O)C1(Cc2ccc(Cl)cc2)CCN(C(C)Cc2ccc(O)c(OC)c2)CC1 (stereo unspecified)	6	-2	14	102	14
5	Cc1ccc(C)c(NC(=O)CC2Oc3ccccc3NC2=O)c1 (stereo unspecified)	-18	-5	/	105	7
6	COC(=O)c1[nH]c2ccc(F)cc2c1NS(=O)(=O)c1ccc(OC)cc1	11	3	-6	102	-4
7	CCOC(=O)C(NC(=O)Nc1ccccc1)(OCC)C(F)(F)F (stereo unspecified)	-18	6	10	109	15
8	O=C(O)c1ccc(-n2nc(C(F)(F)F)cc2-c2cccs2)cc1	-5	-3	/	103	-1

nr	NALP1 inh	MEKK2wt PB1 HTS	OXTR agonist	FID counter
2	-1	103	2.3	-17
3	18	97	-0.2	1
4	28	133	15	11
5	10	104	-0.6	-6
6	23	99	9.0	5
7	-1	110	-0.4	1
8	7	103	/	-34

(more compounds)
nr	SMILES	GPR7 antag	M18AAP inhibitor	PHOSPHO1 block	MEKK3 PB1 HTS	MEKK2 mut-MEK5
9	Cc1ccc(S(=O)(=O)Nc2ccc(O)c(Sc3ncn[nH]3)c2)cc1	0	56*	23	121	-1
10	COC(CNC(=O)c1ccc2c(c1)nc(C)n2-c1cc(C)cc(C)c1)OC	-4	-2	24	104	2
11	CN(/N=C/c1ccncc1)c1cnn(-c2ccc(F)c(Cl)c2)c(=O)c1Cl	-8	-2	37	98	0
12	CCn1ncc(C2=NOC(C(=O)Nc3cc(OC)c(Cl)cc3OC)C2)c1C (stereo unspecified)	-2	1	-7	99	5
13	O=C(c1ccco1)N1CCN(C(=O)c2cc(-c3ccncc3)nc3ccc(Br)cc23)CC1	-7	5	/	105	9
14	Cc1ccc2nc(SCC(=O)c3c(C)[nH]c4ccccc34)[nH]c2c1	-3	-3	-17	103	-2
15	CC(C)c1nnc(SCC(=O)Nc2ccc3c(c2)OCO3)n1C	-8	-8	-8	86	2
16	CC(C)n1cnc2cc(NCc3ccccc3O)ccc21	11	13	24	99	-3

nr	NALP1 inh	MEKK2wt PB1 HTS	OXTR agonist	FID counter
9	-4	106	-0.6	5
10	4	105	2.6	-28
11	2	99	-1.2	-8
12	21	103	1.7	-2
13	/	105	2.2	-9
14	15	102	1.8	-2
15	13	92	-0.2	-1
16	-1	95	5.8	-6

Carrying on:
nr	SMILES	GPR7 antag	M18AAP inhibitor	PHOSPHO1 block	MEKK3 PB1 HTS	MEKK2 mut-MEK5
17	CCn1c(CN(C)c2ccccc2)nc2ccccc21	-17	0	/	106	8
18	COc1ccc(C2CC(c3ccc(F)cc3)Nc3nc(N)nn32)cc1OC (stereo unspecified)	-9	1	-11	85	-12
19	NC(=O)C1CCN(C(c2ccccc2F)c2nnnn2Cc2ccco2)CC1 (stereo unspecified)	-5	-21	-25	99	1
20	COc1ccc(-c2nnc(NC(=O)Cc3ccccc3)o2)cc1	7	1	43	104	0
21	COc1ccc(NC(C)=O)cc1NC(=O)CN1CCN(CC(=O)Nc2ccccc2Cl)CC1	-6	-11	22	106	16
22	COc1ccc(NC2CCCN(C(=O)c3cccc(C(F)(F)F)c3)C2)cc1OC (stereo unspecified)	5	7	-9	103	-1
23	Cc1cc(C)c2c(NC(=O)C3CC3)nn(C)c2n1	-6	-2	21	100	-1
24	COc1ccccc1NC(=O)CCc1c(C)nc2c(-c3ccc(F)cc3)c(C)nn2c1C	-4	8	22	91	-10

nr	NALP1 inh	MEKK2wt PB1 HTS	OXTR agonist	FID counter
17	12	110	-2.0	-13
18	-16	89	0.3	-13
19	0	105	-0.6	0
20	12	101	0.2	-20
21	11	108	-0.1	-26
22	23	101	1.7	-19
23	2	95	0.2	-2
24	/	88	-0.2	-11

Additional entries follow.
nr	SMILES	GPR7 antag	M18AAP inhibitor	PHOSPHO1 block	MEKK3 PB1 HTS	MEKK2 mut-MEK5
25	Cc1ccccc1N(C(=O)c1snc(C(N)=O)c1N)C(C(=O)NCc1ccccc1)c1ccc(O)cc1 (stereo unspecified)	1	-6	40	101	-1
26	COC(=O)c1cc(S(=O)(=O)NCC2CCN(CCc3cccs3)CC2)cn1C	-6	2	13	97	2
27	CN(C)S(=O)(=O)c1ccc(C(=O)Nc2ccccn2)cc1	-10	5	13	101	5
28	Cc1c(NC(=O)CSc2nnc3c4ccccc4n(CCc4ccccc4)c3n2)c(=O)n(-c2ccccc2)n1C	-12	8	64*	103	6
29	O=C(CSc1nnc(Cc2cccs2)n1-c1ccccc1)Nc1ccc2c(c1)OCCO2	-13	3	11	101	0
30	CCC1CN(C(=O)NCc2ccc(C)cc2)c2ccccc2O1 (stereo unspecified)	-10	1	46	107	1
31	CC(C)Nc1nc(NNc2nc(Cl)nc(NC(C)(C)C)n2)nc(NC(C)C)n1	-9	7	1	98	-9
32	O=S(=O)(Nc1ccc2c(c1)OCCO2)c1cccc(F)c1	-15	-2	30	105	4

nr	NALP1 inh	MEKK2wt PB1 HTS	OXTR agonist	FID counter
25	7	96	0.0	-31
26	29	107	0.7	8
27	-2	100	0.5	-2
28	-7	104	-1.9	-40
29	8	101	-2.9	-30
30	22	107	/	-38
31	1	92	-1.9	-20
32	4	104	/	-4

Continuation.
nr	SMILES	GPR7 antag	M18AAP inhibitor	PHOSPHO1 block	MEKK3 PB1 HTS	MEKK2 mut-MEK5
33	COCCNC(=O)CN(C(=O)Cn1nnc2ccccc21)c1ccccc1C	-4	0	24	93	-5
34	Clc1ccc(-c2cn(-c3ccccc3)c3[n+]2CCS3)cc1	-5	-3	36	105	-10
35	CCOCCCn1c(=N)c(C(=O)NCc2ccc3c(c2)OCO3)cc2c(=O)n3ccccc3nc21	22*	0	18	/	/
36	COc1cc(CN2CCNC(=O)C2CC(=O)N(C)CCC2CCOCC2)cc(OC)c1 (stereo unspecified)	-10	2	31	101	-6
37	N#Cc1ccc(/C=C/C(=O)c2ccco2)cc1	-2	7	-11	82	0
38	COc1ccc(C2c3ccc4ccccc4c3Oc3ncn(CCN4CCOCC4)c(=N)c32)cc1 (stereo unspecified)	0	2	13	108	24
39	COc1ccc(CN2C(=O)c3cccnc3C2=O)cc1S(=O)(=O)N1CCCCC1	-21	-4	22	100	3
40	CC(=O)c1c(C)[nH]c(C(=O)OCC(=O)NCC(C)C)c1C	-12	1	6	114	-3

nr	NALP1 inh	MEKK2wt PB1 HTS	OXTR agonist	FID counter
33	22	97	1.5	-2
34	-2	94	-0.4	8
35	-15	/	/	17
36	22	103	-0.8	-9
37	27	100	1.0	2
38	10	179*	0.4	0
39	-8	99	1.0	-32
40	34	118	1.8	-7

(next part)
nr	SMILES	GPR7 antag	M18AAP inhibitor	PHOSPHO1 block	MEKK3 PB1 HTS	MEKK2 mut-MEK5
41	N#C/C(C(N)=O)=C1/SC=C(c2ccccc2)N1c1ccccc1	-4	-19	24	107	20
42	S=c1[nH]nc(Cn2nnc3ccccc32)n1-c1ccccc1	6	42*	-94	91	-2
43	CCOC(=O)c1[nH]cnc1C(=O)NC(C)C	10	-3	0	81	4
44	O=C(CCNC(=O)C1CCN(S(=O)(=O)c2ccc(F)cc2)CC1)NCCc1cccc(F)c1	-5	0	15	97	0
45	CCC(C)[C@H](NC(=O)N1CC(=O)Nc2ccccc21)C(=O)Nc1nccs1 (stereo partly specified)	-3	-3	15	101	1
46	Cc1cccc(N2C(=O)C3C4C=CC(CC4)C3C2=O)c1 (stereo unspecified)	-14	0	-11	104	12
47	Cc1cc(NCCO)nc(-n2nc(C)cc2C)n1	3	-1	21	105	11
48	COc1ccc(NC(=O)Cn2cnc3c(cnn3C(C)(C)C)c2=O)cc1OC	-7	-3	6	103	-11
49	O=C1CC(SCCO)C(=O)N1c1ccccc1 (stereo unspecified)	-3	-13	14	105	6
50	COc1ccc(/C=N/OC(=O)Nc2ccc(Cl)cc2)c(OC)c1	-10	1	8	75	-41

nr	NALP1 inh	MEKK2wt PB1 HTS	OXTR agonist	FID counter
41	37*	96	-1.6	-16
42	-4	99	-0.6	0
43	1	86	-0.2	1
44	-11	98	-0.3	-42
45	-6	101	0.2	-27
46	4	108	-0.7	-9
47	12	111	0.8	2
48	31*	96	1.8	-19
49	2	101	1.5	1
50	/	81	4.3	2

Assay outcomes deposited in PubChem by several laboratories.
